# Assay outcomes deposited in PubChem by National Center for Advancing Translational Sciences (NCATS).
# CHX counter: counter-screen hit for Shiga toxin inhibitors, cycloheximide; AID 2314; max response, %; cell reporter, cycloheximide protein synthesis inhibition counterscreen; hit rate 12% among 300,000; in the data active = max response mostly above about 13%, no sharp cut-off; inactive = mostly below about 14%; also: read at 38.3 µM for the half of the compounds with a filed dose; 0% is about no effect
# LmPK inhibitor: blocks Leishmania mexicana pyruvate kinase activity. AID 1721. hit rate 0.37% among 290,000. purified LmPK, Kinase-Glo ATP luminescence, 1 h. Potency, µM (titrated, usually from 57.5 µM), inactives show at the highest dose activity change, negative = inhibition, most hits filed as inhibitors; also: potency is read from the fitted curve at half-maximal effect; % is scaled to controls: 0 for no effect and ±100 for the full control effect
# Target sequence (Q27686 whole entry, looked up): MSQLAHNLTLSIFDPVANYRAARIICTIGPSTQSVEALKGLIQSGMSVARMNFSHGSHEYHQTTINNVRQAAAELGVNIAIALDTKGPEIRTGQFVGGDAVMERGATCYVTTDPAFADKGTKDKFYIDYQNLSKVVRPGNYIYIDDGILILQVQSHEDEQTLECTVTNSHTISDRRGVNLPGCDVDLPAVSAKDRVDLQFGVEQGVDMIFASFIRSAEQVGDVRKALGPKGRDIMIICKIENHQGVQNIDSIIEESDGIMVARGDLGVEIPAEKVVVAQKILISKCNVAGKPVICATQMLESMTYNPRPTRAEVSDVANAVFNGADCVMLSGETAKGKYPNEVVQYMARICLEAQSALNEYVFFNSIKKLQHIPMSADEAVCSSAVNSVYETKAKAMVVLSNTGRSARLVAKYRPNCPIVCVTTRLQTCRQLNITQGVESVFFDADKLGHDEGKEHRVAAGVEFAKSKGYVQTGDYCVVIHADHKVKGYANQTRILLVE
#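 Kinase-Glo luminescence read after 1 h RT reaction of 0.1 nM LmPK with 0.5 mM PEP and 0.1 mM ADP. Activity scaled between uninhibited and enzyme-free controls.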
# Pf growth 48h: P. falciparum growth inhibition at 48 hours (one generation); Potency, µM (top dose mostly 28.7 µM), without a hit: at the top dose activity change, negative = inhibition, actives largely listed as inhibitors; hit rate 5.9% among 310,000; P. falciparum luciferase growth in erythrocytes, 48 h; AID 504832; also: potency is read from the fitted curve at half-maximal effect; % is scaled to controls: 0 for no effect and ±100 for the full control effect
#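 First compound was added to culture medium, then infected red cells at 0.1% parasitemia and 2% hematocrit (final). After incubation at 37 C under 5% CO2, luciferase detection reagent was dispensed and light output recorded.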
# Shiga toxin inh: Shiga toxin inhibition. Vero cells, Shiga toxin protein synthesis inhibition reporter. inhibition, % at 38.7 µM. hit rate 9.2% among 290,000; in the data active = inhibition mostly above about 28%, no sharp cut-off; inactive = mostly below about 43%; also: 0% is about no effect
# AMA1-RON2 inh: inhibitors of Plasmodium falciparum AMA1-RON2 interaction. AlphaScreen AMA1-biotinylated RON2 peptide binding. Potency, µM (series often up to 58.2 µM), without a hit: top-dose activity change, negative = inhibition, usual class: inhibitors. hit rate 0.2% among 360,000. AID 720542;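 also: potency is read from the fitted curve at half-maximal effect; 0% = vehicle wells and -100% = peptide control; nearly all actives have a fitted effect of over 45% in size; some results filed as inactive show a strong effect at the top dose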
#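 AMA1 (3D7) with his tag at 25 nM final met compounds first, then biotinylated RON2 peptide at 25 nM; detection used donor plus acceptor beads, 10 µg/mL apiece, read by AlphaScreen after 30 min at room temperature.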
# Pf growth 96h: P. falciparum growth inhibition at 96 hours; Potency, µM (highest dose often 28.7 µM), without a hit: at the top dose activity change, negative = inhibition, actives largely listed as inhibitors; P. falciparum luciferase reporter growth, 96 h; hit rate 6.9% among 320,000; also: potency is read from the fitted curve at half-maximal effect; % is scaled to controls: 0 for no effect and ±100 for the full control effect
#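 Plates of compound plus infected erythrocytes (2% hematocrit, 0.05% parasitemia final) incubate 96 hours, 37 C, 5% CO2. Detection reagent added; reduced luminescence from the parasites' luciferase reporter flags inhibition.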
# TbPYK inhibitor: T. brucei pyruvate kinase inhibition; TbPYK enzyme, Kinase-Glo Plus ATP luminescence, 45 min; Potency, µM (doses to about 76.8 µM), for inactives: top-dose activity, negative = inhibition, most hits filed as inhibitors; hit rate 0.12% among 410,000; AID 624173; also: potency is read from the fitted curve at half-maximal effect; % is scaled to controls: 0 for no effect and ±100 for the full control effect; nearly all actives have a fitted effect of over 50% in size
#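 Screened from lowest to highest concentration, compounds were pinned into TbPYK/substrate mixtures, and ADP (130 uM final) was added. Plates sat at room temperature for 45 min prior to Kinase-Glo Plus detection by luminescence.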
# * marks the source's active call; other numbers are inactive results; i = inactive; ? = inconclusive; / = not tested or not shown; & = joins results of further samples; [ ] = remark or other dose. Unless noted, calls follow the shape of the dose curve; as a rule, active = well fitted curve in the direction sought with a large enough effect; inconclusive = small, poorly fitted or top-dose-only effect, or another doubt; inactive = no such curve, though single readings can be large; an effect the other way counts as inactive or inconclusive.
SMILES,CHX counter,LmPK inhibitor,Pf growth 48h,Shiga toxin inh,AMA1-RON2 inh,Pf growth 96h,TbPYK inhibitor
N/C(=N\OC(=O)CCN1C(=O)c2ccccc2C1=O)c1ccccn1,6.9,-5.8%,25.7%,15.5,60.8%[activator],?,7.0%
COc1ccc(CCNC(=O)CC(C)S(=O)(=O)c2ccc3c(c2)NC(=O)CO3)cc1OC (configuration not stated),-2.9,2.1%,-1.2%,-3.4,-10.2%,-1.8%,-1.8%
CCC(CC)NC(=O)c1cccc(Oc2ccccc2)c1,18.9,3.4%,-23.5%,30.9*,-8.0%,-22.1%,-11.0%
Cc1nnc(SCC(=O)N2CCOCC2)n1C,-5.6,-1.0%,24.8%,24.9,8.8%,26.8%,8.1%
COc1ccc(Cc2nc(C(=O)Nc3ccc(OC)cc3)cs2)cc1,11.4,-1.3%,4.3%,26.7,5.2%,/,-0.9%
C#CC[N+](C)(C)CCCCCCCCCCCC,-1.4,-3.6%,1.47µM*,-10.9,-6.2%[11.6 µM],0.37µM*,-5.0%
CCc1cccc2c(C(=O)COC(=O)/C=C/c3ccccc3OC)c[nH]c12,-1.2,7.1%,?,20.1,-10.7%,13.1µM*,3.0%
COc1cccc(OCC(=O)NNC(=O)c2ccc3ccccc3c2O)c1,1.5,-1.5%,3.2%,-6.8,44.6%[activator],-5.5%,3.2%
CC(Sc1nc(N)cc(=O)[nH]1)C(=O)NC1CCCCC1 (configuration not stated),-2.3,-8.0%,5.7%,-7.2,15.8%,-4.3%,-6.1%
C=C1N(c2ccc(Cl)cc2)C(=O)OC1(C)C,6.5,-0.8%,17.5%,-16.9,4.4%,77.4%[activator],0.3%
COc1cccc(-c2noc(-c3ccoc3C)n2)c1,38.5*,-11.0%,i,122.8*,14.0%,55.6%,-3.7%
CCOC(=O)c1ccc(Nc2cc(C)nc3nc(C)nn23)cc1,-3.4,-8.4%,?,-8.2,-2.0%,?,0.5%

# Whole records as entered above.
# COc1cccc(OCC(=O)NNC(=O)c2ccc3ccccc3c2O)c1 is entered as CHX counter: 1.5; LmPK inhibitor: -1.5%; Pf growth 48h: 3.2%; Shiga toxin inh: -6.8; AMA1-RON2 inh: 44.6%[activator]; Pf growth 96h: -5.5%; TbPYK inhibitor: 3.2%
# C=C1N(c2ccc(Cl)cc2)C(=O)OC1(C)C is entered as CHX counter: 6.5; LmPK inhibitor: -0.8%; Pf growth 48h: 17.5%; Shiga toxin inh: -16.9; AMA1-RON2 inh: 4.4%; Pf growth 96h: 77.4%[activator]; TbPYK inhibitor: 0.3%

# (listing goes on)
SMILES,CHX counter,LmPK inhibitor,Pf growth 48h,Shiga toxin inh,AMA1-RON2 inh,Pf growth 96h,TbPYK inhibitor
Cc1nn(C)cc1S(=O)(=O)Nc1cccc(Cl)c1,-5.0,0.4%,44.2%[activator],-9.4,20.8%,?,-11.5%
CCc1ccc(NC(=O)C[n+]2cc(-c3ccc(C)cc3)n3c2CCC3)cc1,-1.4,3.8%,2.94µM*,13.6,-10.6%,1.47µM*,-4.2%
CC(C)C(=O)Nc1ccc(NC(=O)c2cc3ccccc3o2)cc1,19.2*,0.1%,51.0%[activator],61.8*,7.6%,/,-9.2%
O=C(O)/C=C/C(=O)NNC(=O)c1ccc(Br)cc1,9.2,-10.0%,11.6%,11.5,87.4%[activator],-12.3%,5.2%
COC(=O)c1sc(N/N=C/c2ccc(C(C)C)cc2)nc1C,12.0,9.0%,9.28µM*,53.0*,36.9%[activator],?,0.7%
COc1ccc(S(=O)(=O)NCCSC(C)(C)C)c(Cl)c1Cl,2.3,3.2%,-15.4%,12.8,-2.4%,/,-6.9%
COc1ccc(N2C(=O)[C@@H]3[C@H](C2=O)[C@H](C(C)=O)N2c4ccccc4C=C[C@@H]32)cc1,3.4,-2.8%,?,22.4,-6.5%,?,-6.2%
Cn1c(N)c(C(c2ccccc2)c2c(N)n(C)c(=O)n(C)c2=O)c(=O)n(C)c1=O,-3.4,3.4%,-11.9%,-9.9,-29.7%,16.8%,-1.2%
CC(=O)Nc1ccc(S(=O)(=O)N2CCSC2c2ccccc2)cc1 (configuration not stated),-2.1,0.8%,-9.9%,-2.1,9.4%,?,-7.3%
CCc1ccc(S(=O)(=O)NCCc2csc(C)n2)s1,-2.4,1.2%,-18.4%,20.9,-6.7%,?,1.7%
Cc1ccc(C)c(S(=O)(=O)N2CCN(C(=O)C3CC3C)CC2)c1 (configuration not stated),/,/,?,/,0.0%,-1.4%,1.3%
Cc1noc(C)c1COc1ccc(C(=O)Nc2cccnc2)cc1,-4.3,2.4%,0.0%,-9.0,-14.4%,?,4.3%
CC/C(=N\NC(=O)c1ccc(N(C)C)cc1)c1ccccc1,12.7,-1.0%,12.1%,32.8*,28.4%,57.4%,1.3%
O=C(CSC(=S)N1CCOCC1)Nc1ncc2c(n1)CCCC2=O,-1.9,0.0%,45.2%[activator],31.3,24.9%,34.9%[activator],-4.0%
CC(=O)NCCCS(=O)(=O)O,/,/,-2.7%,/,/,-48.4%,1.0%
O=C(O)C(c1ccccc1)N1C(=O)c2ccccc2C1=O (configuration not stated),-0.9,0.5%,-12.2%,-11.1,0.0%,0.5%,-2.7%
CN(CC(=O)Nc1ccccc1Cl)C(=O)COc1cccc2c1OC(C)(C)C2,/,/,?,/,-5.4%,-9.1%,1.2%
O=C(COC(=O)c1ccccc1SCC(=O)N1CCCC1)Nc1ccccc1,17.4*,-0.5%,112.4%[activator],42.9,-0.8%,?,0.1%
CC(NC(=O)C1CCCN1S(=O)(=O)c1ccccc1)c1ccccc1 (configuration not stated),3.4,-5.5%,-4.4%,-5.2,-9.4%,2.4%,-13.6%
CC(C)Cc1cc(C(=O)NCc2cccnc2)no1,25.4*,9.8%,/,13.2,-2.4%,14.6%,0.2%
CC(=O)c1sc(NC(=O)CSC(C)C(=O)Nc2cc(C)on2)nc1-c1ccccc1 (configuration not stated),/,/,-16.5%,/,-4.2%,?,5.3%
Cc1ccc(C(=O)N(C)Cc2ccccc2)cc1S(=O)(=O)N1CCOCC1,-2.8,0.9%,-28.6%,-5.5,12.9%,23.0%,-4.1%
O=C(CC1COc2ccccc2O1)NC1CCCCC1 (configuration not stated),10.0,0.0%,36.0%[activator],24.2,-1.6%,1.8%,-11.6%
COc1ccc(Nc2ccc(C(F)(F)F)cc2[N+](=O)[O-])cn1,8.0,-12.2%,-9.5%,-32.5,?,-7.8%,-0.2%
COc1ccc(-c2onc(C)c2-c2ccc3c(c2)OCCO3)c(O)c1,-1.9,0.5%,?,-15.0,-0.7%,?,-1.8%
O=C(CN1CCN(c2ccc(Cl)cc2[N+](=O)[O-])CC1)N1CCOCC1,-2.3,-2.7%,-28.8%,-11.7,-14.2%,7.7%,4.0%
O=C(O)c1cc([N+](=O)[O-])cc([N+](=O)[O-])c1N1CCN(c2cccc(C(F)(F)F)c2)CC1,9.6,-5.4%,15.5%,4.4,-3.4%,25.6%,1.6%
COc1cc2c(=O)n(CCC(=O)NCC3CCCO3)c(=O)n(CC(=O)Nc3ccc(C)c(C)c3)c2cc1OC (configuration not stated),-4.5,4.0%,-7.8%,1.4,-5.0%,-9.2%,0.5%&-2.7%
CCOc1ccc(/C=C/C(=O)c2cc(Br)ccc(=O)c2O)cc1,9.4,4.5%,10.4µM*,9.2,?,9.28µM*,0.8%
COc1ccc(N=C2SC(CC(=O)Nc3ccccc3)C(=O)N2CCN2CCOCC2)cc1 (configuration not stated),-3.2,10.2%,-5.3%,5.4,-4.6%,-2.2%,4.8%
O=C(COc1ccc(S(=O)(=O)N2CCOCC2)cc1)N1CCN(Cc2ccc3c(c2)OCO3)CC1,-2.5,2.0%,/,-19.2,-0.2%,?,-8.8%
CC1CCCCC1NC(=O)Cn1nnc(-c2ccc(Cl)cc2)n1 (configuration not stated),0.5,-4.0%,0.4%,2.3,-7.9%,23.6%,3.9%
COc1cc(C)c(S(=O)(=O)NOCc2ccccc2)c(C)c1C,4.0,7.2%,-12.4%,/,5.8%,?,-4.7%
CCOC(=O)CC(NC(=O)Cn1nnc(-c2ccccc2F)n1)c1ccc(OC)cc1 (configuration not stated),-2.0,1.7%,-6.5%,-6.9,-5.9%,?,-17.1%
CCOC(=O)NC(=O)/C(C#N)=C/c1ccc(N(C)C)cc1,36.0*,-3.2%,159.5%[activator],30.1,-7.6%,35.6%[activator],-3.2%
N#Cc1cc([N+](=O)[O-])ccc1NC(=O)CSc1n[nH]c(=O)n1C1CC1,/,/,3.4%,/,-3.4%,-14.9%,0.0%
N#CC1(NC(=O)COC(=O)c2cc([N+](=O)[O-])ccc2N2CCCC2)CCCCC1,/,/,?,/,-6.5%,?,-0.8%
CCOC(=O)CNc1nc(Cl)nc(N2CCCCC2)n1,12.3*,-1.0%,6.7%,61.2,-1.8%,7.5%,-2.1%
CCC1Oc2ccc(C)cc2N(Cc2cccc(C)c2)C1=O (configuration not stated),7.6,2.6%,-4.7%,43.1,46.7%[activator],14.5%,-3.9%
Cc1cc(-c2ccccc2C(=O)O)on1,-1.1,2.5%,2.5%,-8.5,12.6%,8.6%,3.3%
Fc1ccc(NCc2nnc(SCc3ccccc3)o2)cc1,11.6,0.0%,12.8%,15.3,6.6%,?,-0.9%
NC(=O)CCN(C(=O)c1cccc(S(=O)(=O)N2CCc3ccccc32)c1)c1ccccc1,/,/,?,/,7.1%[11.6 µM],-28.8%,3.6%
CC(=O)N1c2ccc(S(=O)(=O)NCCC(=O)N(C)C3CCCCC3)cc2CC1C (configuration not stated),10.2,0.6%,?,2.3,-8.9%,?,-22.5%
Cc1nn(-c2ccccc2)c2c1C(c1c(C)[nH]c(C#N)c1C)C(C#N)=C(N)O2 (configuration not stated),-2.9,3.6%,?,-10.4,-13.2%,?,-7.7%
CN(C)CCN=c1cc(-c2ccccc2)oc2ccc(Cl)cc12,23.6*,-0.7%,3.5%,129.4*,51.2%[activator],?,-0.7%
C#CCOCCOCCOCCNc1nc(N2CCOCC2)nc(N2CCN(C(=O)CCCCCCCCCCNC(=O)[C@@H]([C@H](C)CC)n3cc(CCCCCN)nn3)CC2)n1,/,/,1.17µM*,/,-13.6%,0.828µM*,0.7%
COC(=O)c1ccc(CN2[C@H](C(=O)OC)C[C@@]3(O)[C@H](O)[C@H](O)[C@H](O)C[C@@H]23)cc1,-6.0,1.3%,67.3%[activator],-5.7,8.0%,74.0%[activator],-16.7%
COCCN1Cc2cccc(C(=O)Nc3cccnc3)c2C1=O,-3.4,-2.2%,-15.1%,-10.6,-12.9%,?,-5.7%
CCOC(=O)N1CCN(C(=O)/C(=C/c2ccc(F)cc2)NC(=O)c2ccccc2)CC1,10.3,-2.0%,-23.7%,3.5,4.4%,3.29µM*,-5.1%
COc1ccc(N2CCN(C3=CC(=O)N(c4cccc(Cl)c4)C3=O)CC2)cc1,-1.7,15.6%,-3.9%,20.4,-11.2%,5.0%,-4.8%

# Compounds were not picked by outcome; 21% or so of the library scored in one or more.
